Arrestin-AP2 inh – blocks beta-arrestin peptide binding to AP2 adaptin. inhibition, % at 10 µM. FITC-arrestin peptide / GST-AP2 beads, flow cytometry; AP2 beta2 appendage carries R879A mutation. hit rate 0.31% among 340,000;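 active = inhibition above a set limit, near 3 SD of compounds lacking own fluorescence, cut at about 54% in these data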;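 note: plate controls were DMSO wells for no effect and 5 µM unlabelled arrestin peptide for full effect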
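Material – GST-tagged AP2 beta2-adaptin appendage (R879A) on 4 µm glutathione beads · Probe or stimulus – fluorescein-tagged arrestin peptide at 50 nM final · Timing – 12 min plus 1 h, RT · Detection – bead flow cytometry, FITC channel · Read-out basis – inhibition as reduced fluorescein signal on beads, percent · Medium – PBS plus Tween 20 (0.05%) and BSA (0.1%)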
C-LANA FP – inhibitors of KSHV LANA C-terminal domain DNA binding; MBP-C-LANA/FAM-LBS DNA binding, fluorescence polarization; inhibition, % at 9 µM; hit rate 0.078% among 340,000;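 active = highest replicate inhibition at or above 60% at 9 µM, even if other replicates fall short; inactive = all replicates below 60% inhibition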;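 note: 0% = neutral control wells and 100% = 4 µM acridine orange control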
OPRM1-OPRD1 ag – OPRM1-OPRD1 heterodimerization agonism | cells, luminescence | hit rate 0.3% among 340,000 | P35372+P41143 | activation, % at 9.3 µM; in the data active = activation above about 18%;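 note: 0% = vehicle-treated cells and 100% = reference agonist; values of inactives mirror those of a sister screen read the other way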
Cardiac RTF inh – cardiac RTF calcium desensitization. IANBD-labeled cardiac RTF, Ca2+ fluorescence. inhibition, % at 7.15 µM. hit rate 0.12% among 340,000;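 active = inhibition above the mean inhibition of all tested compounds plus 3 SD, cut at about 17% in these data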;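 note: assay run at fixed EC70 calcium of 1.6 mM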
OPRM1-OPRD1 inv – inverse agonists of human mu-delta opioid receptor heterodimerization; cell-based MOR-DOR heterodimer luminescence, inverse agonism; AID 504357; P35372+P41143; hit rate 0.21% among 340,000; inhibition, % at 9.3 µM; in the data active = inhibition above about 22%, passing the limit was not always enough;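 note: 0% = cells with DMSO and 100% = wells without cells with DMSO; values of inactives mirror those of a sister screen read the other way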
cardiac RTF act – increases calcium sensitivity of human cardiac regulated thin filaments; P19429+P45379; IANBD-labeled TnC RTF fluorescence at EC20 calcium; 0% EC20 calcium, 100% full calcium; activation, % at 7.2 µM; hit rate 0.24% among 340,000;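 active = activation above the mean over all tested compounds plus 3 SD, cut at about 30% in these data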;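 note: rise in fluorescence read as greater calcium sensitivity of cardiac thin filaments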
Wnt bcat act – Wnt/beta-catenin pathway activation | Wnt/beta-catenin reporter cell assay, activator, plate reader | activation, % at 9.35 µM | hit rate 1.2% among 300,000; in the data active = activation above about 30%, passing the limit was not always enough; inconclusive = no clear call, values can overlap the other calls;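 note: 0% = neutral control wells and 100% = positive control wells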
Keap1-Nrf2 PPI – disrupts human Keap1 binding to Nrf2 peptide; Keap1 Kelch-Nrf2 peptide fluorescence polarization, 1536-well; hit rate 0.15% among 340,000; inhibition, % at 9.4 µM; Q14145; in the data active = inhibition above about 12%; inconclusive = no clear call, values can overlap the other calls; inactive = below about 7.3%;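 note: human Keap1 Kelch domain with fluorescein labeled Nrf2 9mer peptide probe; 0% = neutral control wells and 100% = peptide positive control; higher means more block of Keap1 binding to Nrf2 peptide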
Target sequence (Q14145 whole entry, looked up, the tested form may be a part): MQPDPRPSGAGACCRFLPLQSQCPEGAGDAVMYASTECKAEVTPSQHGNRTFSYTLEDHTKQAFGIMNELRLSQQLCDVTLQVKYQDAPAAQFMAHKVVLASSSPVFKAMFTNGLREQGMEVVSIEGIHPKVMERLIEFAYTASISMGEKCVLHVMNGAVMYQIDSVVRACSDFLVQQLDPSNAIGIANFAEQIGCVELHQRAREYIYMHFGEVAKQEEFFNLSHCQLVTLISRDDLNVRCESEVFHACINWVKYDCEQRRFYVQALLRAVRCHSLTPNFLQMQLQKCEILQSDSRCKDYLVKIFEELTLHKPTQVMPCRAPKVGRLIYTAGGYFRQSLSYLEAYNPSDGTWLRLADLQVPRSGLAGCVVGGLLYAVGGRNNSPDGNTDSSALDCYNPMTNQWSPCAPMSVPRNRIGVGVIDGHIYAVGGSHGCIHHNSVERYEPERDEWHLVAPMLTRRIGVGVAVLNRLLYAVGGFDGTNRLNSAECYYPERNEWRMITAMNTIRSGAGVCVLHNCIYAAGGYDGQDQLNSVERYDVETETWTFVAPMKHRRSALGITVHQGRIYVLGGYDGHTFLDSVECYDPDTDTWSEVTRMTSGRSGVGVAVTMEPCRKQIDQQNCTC
DSG3 Ab inh – human desmoglein-3 autoantibody binding inhibition; P32926; DSG3-coupled beads, scFv-anti-DSG3-GFP binding, flow cytometry; stronger effect = lower value; binding (percent of control), % at 10 µM; hit rate 0.48% among 310,000; AID 588358;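 active = binding more than 3 SD below its plate's average and above zero; inconclusive = below that plate limit but binding exactly zero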;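 note: hits lower antibody fragment binding to DSG3; some compounds called inactive have numbers as strong as hits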
V-ATPase pHluor – alters yeast V-ATPase proton transport; S. cerevisiae, pHLuorin cytosolic pH fluorescence; AID 504577; response, % at 10 µM; hit rate 0.37% among 350,000; in the data active = response mostly above about 7.3%, no sharp cut-off; inactive = mostly below about 5.4%; note: actives read high; inactives centre near 0; some compounds called inactive have numbers as strong as hits; reference of the scale not given here
* marks the source's active call; other numbers are inactive results; ? = inconclusive; . = not tested or not shown.

Structure	Arrestin-AP2 inh	C-LANA FP	OPRM1-OPRD1 ag	Cardiac RTF inh	OPRM1-OPRD1 inv	cardiac RTF act	Wnt bcat act	Keap1-Nrf2 PPI	DSG3 Ab inh	V-ATPase pHluor
Cc1ccc(C(=O)Nc2cccnc2)cc1S(=O)(=O)N1CCOCC1	22	1.5	-1.5	2	9	4	-1	1	.	0
COc1cc(C)c(S(=O)(=O)n2ccc(C)n2)cc1C	-9	1.1	-1.5	6	8	-3	-3	0	96	1
C=CCNC(=O)NC(=O)CSc1nnc(C(F)(F)F)n1C	18	1.0	-2.2	2	12	0	-1	0	103	1
N/C(=N\OC(=O)CCCCCN1C(=O)c2ccccc2C1=O)c1ccccn1	-7	1.5	-0.8	-16	4	5	-1	3	97	1
O=C(CC(=O)c1ccncc1)c1ccccc1	2	3.2	-0.8	-3	4	-3	16	4	.	2
ON=C1c2cc(OCCN3CCCCC3)ccc2-c2ccc(OCCN3CCCCC3)cc21	17	-1.6	0.5	1	-2	-1	.	3	119	2
Cc1ccc(S(=O)(=O)Nc2ccccn2)cc1[N+](=O)[O-]	-2	-0.7	.	.	.	.	8	-2	98	-2
Cn1c(SCCOc2ccc(F)cc2)nnc1-c1ccncc1	20	1.0	-1.7	-4	9	1	-1	-3	85	-2
Cc1ccc(NC(=O)CN(C)C(=O)CSc2nc3ccccc3c(=O)n2Cc2ccco2)cc1	42	1.8	1.5	2	-7	-1	.	-6	98	-4
COCC(=O)N1CCC(Oc2ccc(C(=O)N3C[C@@H](C)O[C@@H](C)C3)cc2)CC1	-13	0.5	-2.8	-3	9	0	2	-1	107	-3
COc1cc(NC(=O)c2[nH]c(C)c(C(C)=O)c2C)cc(OC)c1OC	-3	-0.7	-1.8	-6	11	1	1	3	.	-1
Cc1ccc(S(=O)(=O)N/N=C/c2cccc(OC3CSC3)c2)cc1	5	1.1	5.5	-8	-28	-7	0	-2	98	1
O=C(COC(=O)CNC(=O)c1ccccc1Cl)Nc1ccccc1Cl	18	0.7	-1.2	-12	6	-6	-2	-4	97	1
COc1cccc(NS(=O)(=O)c2ccc(-c3coc(C)n3)cc2)c1	18	0.1	-0.8	-4	4	0	0	-2	94	0
COc1cc(C(=O)NNC(=O)c2cccc(Cl)c2)ccc1OCC(=O)N1CCOCC1	-7	0.7	-2.3	-12	9	2	2	-4	.	2
COc1ccc(C(=O)NCc2ccc3c(c2)OCO3)cc1	0	1.9	-2.4	1	11	-2	-1	-2	100	4
O=C(Cc1cn2ccsc2n1)Nc1ccccn1	2	1.2	-2.8	3	16	3	.	-3	103	-1
COc1ccc(NCC(=O)N/N=C/c2c(C)nn(Cc3ccccc3)c2Cl)cc1	5	-2.8	3.0	-2	-17	-2	7	-6	108	1
CC(C)(C)c1ccc(C(=O)c2cn[nH]c2-c2ccccc2O)cc1	-8	1.4	4.5	-1	-21	1	19	2	105	2
COCCC(=O)N1CCC(Oc2ccc(C(=O)N3CCC[C@H]3CO)cc2)CC1	33	-1.6	-3.0	-3	16	2	0	2	.	0

Carrying on:
Structure	Arrestin-AP2 inh	C-LANA FP	OPRM1-OPRD1 ag	Cardiac RTF inh	OPRM1-OPRD1 inv	cardiac RTF act	Wnt bcat act	Keap1-Nrf2 PPI	DSG3 Ab inh	V-ATPase pHluor
O=C(CN1CCC(NC(=O)c2ccccc2Cl)CC1)NCc1ccccc1	8	0.3	-2.4	-5	12	0	-3	-5	101	1
O=C(CSc1nccn(-c2ccc(Br)cc2)c1=O)NC1CCCC1	-2	0.2	-1.0	-6	6	8	1	0	100	-1
O=C(NCC1CCCO1)c1ccc(Br)o1 (stereo not drawn)	1	-1.9	0.0	0	0	4	1	-3	104	4
CCCCNC(=O)CN1C(=O)c2cccc(N)c2C1=O	10	3.2	-0.9	0	4	5	-1	3	.	8
COc1ccccc1-c1cc(=O)c2c(O)ccc([N+](=O)[O-])c2o1	6	-1.2	-3.1	1	17	0	1	0	106	1
CCc1ccc(N=C2NC(=O)/C(=C/c3cc(OC)c(O)c(OC)c3)S2)cc1	6	-3.5	2.8	-12	-13	2	-1	-5	99	-3
O=C1NC(c2ccccc2)=C(c2nc3ccccc3s2)C(c2ccccc2)N1 (stereo not drawn)	7	0.5	-0.1	-1	0	1	-2	5	97	0
C=C(C)CSc1nnc2[nH]c(=O)cc(N)n12	20	0.1	-3.0	-8	16	-1	.	-2	104	-6
COc1ccc(CCNC(=O)COC(=O)c2ncc(Cl)c(Cl)c2Cl)cc1OC	0	-1.0	-0.1	5	1	-7	2	-2	92	1
CCOCc1nnc(NC(=O)COc2ccc3c(c2)OCO3)s1	-9	0.1	-2.6	-10	14	-1	1	0	125	-2
CCCc1cc(NCc2ccccn2)n2nc(C)c(-c3ccccc3)c2n1	11	-0.5	.	.	.	.	0	2	94	-1
O=C(Nc1cccc(F)c1)c1cccnc1N1CCOCC1	5	1.2	-0.8	-5	4	-2	.	-4	104	6
Cc1ccc(-c2[nH]ncc2CN2CCN(C(=O)c3cccs3)CC2)cc1C	-7	-0.8	-4.3	-3	22	-6	-3	5	115	1
CSc1ccc(S(=O)(=O)NC2CCCCC2)cc1	6	-2.4	1.8	-6	-10	1	-2	6	100	-2
Cc1cc(C)c(C)c(S(=O)(=O)N2CCN(C(=O)C3CCC3)CC2)c1C	0	0.6	0.9	-1	-6	6	-5	-2	100	2
COc1ccc(N2CC(C(=O)NCc3ccccc3)CC2=O)cc1 (stereo not drawn)	-34	0.5	-3.3	-2	16	0	.	-1	96	1
Cc1c(C(c2ccccc2)c2c(C)n(C)n(-c3ccccc3)c2=O)c(=O)n(-c2ccccc2)n1C	-6	0.3	-2.6	-6	13	-2	0	-4	106	-7
O=[N+]([O-])c1ccc(N/N=C2/CCCCC2c2ccccn2)cc1 (stereo not drawn)	.	0.5	-2.0	1	10	6	-3	1	90	0
Cc1ccc(-n2c(COc3c(C)cccc3C)nnc2SCC(=O)Nc2nccs2)cc1	18	-1.7	1.6	-1	-9	-3	.	4	96	-3
O=C(C1=C[C@@H](c2coc3ccccc3c2=O)C[C@@H](OCc2ccc(CO)cc2)O1)N1CCCCCCC1	25	1.4	-2.5	9	14	0	.	-3	99	2

A draw from above in order of molar mass, largest number first:
Structure	Arrestin-AP2 inh	C-LANA FP	OPRM1-OPRD1 ag	Cardiac RTF inh	OPRM1-OPRD1 inv	cardiac RTF act	Wnt bcat act	Keap1-Nrf2 PPI	DSG3 Ab inh	V-ATPase pHluor
Cc1c(C(c2ccccc2)c2c(C)n(C)n(-c3ccccc3)c2=O)c(=O)n(-c2ccccc2)n1C	-6	0.3	-2.6	-6	13	-2	0	-4	106	-7
O=C1NC(c2ccccc2)=C(c2nc3ccccc3s2)C(c2ccccc2)N1 (stereo not drawn)	7	0.5	-0.1	-1	0	1	-2	5	97	0
Cc1ccc(-c2[nH]ncc2CN2CCN(C(=O)c3cccs3)CC2)cc1C	-7	-0.8	-4.3	-3	22	-6	-3	5	115	1
CCOCc1nnc(NC(=O)COc2ccc3c(c2)OCO3)s1	-9	0.1	-2.6	-10	14	-1	1	0	125	-2
COc1ccc(N2CC(C(=O)NCc3ccccc3)CC2=O)cc1 (stereo not drawn)	-34	0.5	-3.3	-2	16	0	.	-1	96	1
O=[N+]([O-])c1ccc(N/N=C2/CCCCC2c2ccccn2)cc1 (stereo not drawn)	.	0.5	-2.0	1	10	6	-3	1	90	0
CCCCNC(=O)CN1C(=O)c2cccc(N)c2C1=O	10	3.2	-0.9	0	4	5	-1	3	.	8

Next part:
Structure	Arrestin-AP2 inh	C-LANA FP	OPRM1-OPRD1 ag	Cardiac RTF inh	OPRM1-OPRD1 inv	cardiac RTF act	Wnt bcat act	Keap1-Nrf2 PPI	DSG3 Ab inh	V-ATPase pHluor
COCc1cc(C)nc(SCC(=O)Nc2cccc(C)c2C)c1C#N	12	1.0	-3.2	-4	19	-4	-4	-4	94	4
CC1CC(C)CN(C(=O)CSCC(=O)Nc2nc(-c3cccs3)cs2)C1 (stereo not drawn)	2	0.1	-0.2	-2	1	5	?	-3	103	3
CCOC(=O)C1CCCCN1Cc1cccc(C(F)(F)F)c1 (stereo not drawn)	0	-1.4	-3.0	-2	17	3	0	-5	96	1
CCc1ccc(NC(=O)c2[nH]c(C)c(C(C)=O)c2C)cc1	9	-1.1	-1.2	2	8	-6	22	0	.	-2
CNC(=S)N/N=C/c1cn(Cc2ccc(F)cc2)c2ccccc12	-8	1.0	5.3	-18	-27	-1	.	-1	89	-1
COc1ccc(CC(=O)NCC(=O)N/N=C/c2ccco2)cc1	6	0.9	-2.1	-13	11	9	0	-4	103	1
CC1(c2ccccc2)CC(C)(C)N2C(=O)C3(C(C#N)=C(N)Oc4cc(O)ccc43)c3cccc1c32 (stereo not drawn)	39	-1.1	20*	-1	-106	-1	0	-3	107	0
Cc1nc2ccccc2n1S(=O)(=O)N(C)C	-9	-0.8	-1.6	4	9	4	1	2	100	3
Nc1nonc1C(=O)NC(c1ccccc1)c1ccccc1	1	0.7	-0.6	-2	4	2	-2	-2	105	1
CSCC(=O)N1CCC(n2nccc2NC(=O)c2ccc3c(c2)OCO3)CC1	-6	1.2	-1.7	-5	9	-1	13	0	87	0
